# NR2E3 ag-1 – agonists of human NR2E3 nuclear receptor; inhibition of corepressor binding, % at 3.98 µM; AID 602229; CHO-S Gal4-NCOR/VP16-NR2E3 two-hybrid, luciferase; Q9Y5X4; hit rate 0.35% among 360,000;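 active means inhibition above the mean of all tested compounds plus 3 SD, cut at about 70% in these data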;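 further: 0% = DMSO with NR2E3 transfected cells and 100% = cells lacking NR2E3 construct; higher means lower luciferase signal from less NR2E3 corepressor binding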
# Target sequence (Q9Y5X4 whole entry, looked up, the tested form may be a part): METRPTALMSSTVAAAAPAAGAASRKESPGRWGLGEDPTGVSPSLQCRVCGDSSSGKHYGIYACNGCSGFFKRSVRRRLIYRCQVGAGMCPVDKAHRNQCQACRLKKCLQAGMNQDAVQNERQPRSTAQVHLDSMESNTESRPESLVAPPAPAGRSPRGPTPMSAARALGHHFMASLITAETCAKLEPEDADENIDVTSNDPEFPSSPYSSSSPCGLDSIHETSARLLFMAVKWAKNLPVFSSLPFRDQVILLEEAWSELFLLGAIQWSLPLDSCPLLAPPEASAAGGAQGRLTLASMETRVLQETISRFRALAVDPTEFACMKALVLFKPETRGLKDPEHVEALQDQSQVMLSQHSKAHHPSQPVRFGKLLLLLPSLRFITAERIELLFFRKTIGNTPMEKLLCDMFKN
# TRPM1 prom inh – MITF TRPM1 promoter inhibition in SK-MEL-5 cells; SK-MEL-5 TRPM1 promoter luciferase, 24 h; hit rate 0.83% among 330,000; inhibition, % at 12.5 µM;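 active means mean inhibition across replicates of 60% or more, whatever share of single replicates reaches that level; inconclusive means some that reach 60%, reason not given; inactive means mean inhibition across replicates below 60%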; further: values of inactives mirror those of a sister screen read the other way
# CF NFkB block – blocks PAF-induced NF-kB reporter in cystic fibrosis cells | hit rate 0.86% among 360,000 | KKLEB NF-kB-GFP reporter, GFP fluorescence overnight | AID 588850 | inhibition, % at 5 µM;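 active means at least 50% inhibition at 5 µM, scaled per plate between neutral and stimulator controls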;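 further: PAF is a Pseudomonas aeruginosa culture filtrate used as stimulus; plate controls were PAF-stimulated DMSO wells for no effect and unstimulated DMSO wells for full effect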
# Shn3 inh set2 – inhibitors of Schnurri-3 3'UTR reporter in osteoblasts | Clone20 osteoblast Shn3 3'UTR firefly luciferase, 24 h | inhibition, % at 12.5 µM | hit rate 0.52% among 360,000 | AID 588674;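 active means mean inhibition of at least 75% with every replicate also reaching 75%; inconclusive means mean inhibition at least 75% but some replicate below; inactive means mean inhibition below 75%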;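 further: 0% = median of neutral control wells and 100% = pilot-screen positive control compound; some compounds past the cut are filed as inactive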
# KKLEB tox – reduces viability of KKLEB cystic fibrosis airway cells; KKLEB CF airway cells viability, ATPlite luminescence, overnight; stronger effect = lower value; cells stimulated with P. aeruginosa culture filtrate; hit rate 0.36% among 360,000; activity change (cytotoxicity), % at 5 µM; AID 602141;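 active means corrected activity change at or below -50% at 5 µM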
# CaV13 FRET inh – Disruptors of the CACNA1D IQ motif to Ca2+-dependent inactivation inhibitor domain association, primary screening, Förster resonance energy transfer in intact living …; HEK cells, CFP/YFP FRET ICDI-IQ, plate reader, 10 min; percent FRET-ratio fall versus neutral wells; inhibition, % at 12.3 µM; hit rate 0.098% among 340,000; AID 743397;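 active means mean replicate inhibition of at least 30% and at least 1% of replicates passing that level; inconclusive means only one of the two criteria is met; inactive means neither criterion is met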;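 further: 0% = median of the neutral control wells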
# Peg3 prom inh – reduces Peg3 promoter-driven luciferase expression in HeLa | HeLa PEG-Prom luciferase reporter, luminescence, overnight | inhibition, % at 20 µM | hit rate 1.7% among 360,000 | AID 588405;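 active means inhibition of at least 50% at 20 µM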
# NR2E3 ag-2 – activates human photoreceptor nuclear receptor NR2E3. GST-NR2E3/biotin-RetCOR TR-FRET, 1536-well. inhibition of corepressor binding, % at 4.78 µM. hit rate 0.12% among 320,000. Q9Y5X4. AID 2300;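 active means percent inhibition above the cutoff of mean plus 3 SD of all tested compounds, set per screening campaign, cut at about 20% in these data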;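 further: 0% = DMSO wells and 100% = biotin wells as full block of FRET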
#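 Material: NR2E3–RetCOR corepressor complex / Amount: 1.35 nM GST-NR2E3 / Medium: Tris pH 7.5 / Compound: single nominal compound dose of 4.8 µM / Incubation: 5 h at 4 °C / Technique: TR-FRET, Eu(K)-anti-GST donor, streptavidin-D2 acceptor, ex 340, em 617/671 nm / Read-out basis: percent loss of FRET ratio relative to control wells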
# PDI inh – inhibitors of human protein disulfide isomerase. P07237. PDI insulin aggregation turbidity, A650, 90 min. inhibition, % at 10 µM. hit rate 0.052% among 350,000. AID 588391;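 active means mean inhibition across replicates of 30% or more, whatever share of single replicates reach that level; inconclusive means mean inhibition below 30% while every single replicate reaches 30%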;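 further: absorbance from insulin aggregation driven by PDI reduction with DTT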
# Target sequence (P07237 whole entry, looked up): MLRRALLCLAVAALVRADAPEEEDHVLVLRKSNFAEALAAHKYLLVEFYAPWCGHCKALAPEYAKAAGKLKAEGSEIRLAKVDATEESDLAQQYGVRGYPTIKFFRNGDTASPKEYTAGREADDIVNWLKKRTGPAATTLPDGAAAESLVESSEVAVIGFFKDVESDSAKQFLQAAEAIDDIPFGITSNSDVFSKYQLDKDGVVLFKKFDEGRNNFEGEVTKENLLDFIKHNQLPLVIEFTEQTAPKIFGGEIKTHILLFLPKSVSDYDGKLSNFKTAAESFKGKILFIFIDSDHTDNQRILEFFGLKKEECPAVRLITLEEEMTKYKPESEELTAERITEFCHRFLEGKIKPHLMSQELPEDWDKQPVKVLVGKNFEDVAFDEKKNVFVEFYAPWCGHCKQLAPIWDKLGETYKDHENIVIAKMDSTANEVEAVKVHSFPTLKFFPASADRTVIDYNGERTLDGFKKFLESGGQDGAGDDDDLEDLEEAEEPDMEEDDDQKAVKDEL
# HIF-2a block – inhibitors of HIF-2a | inhibition, % at 18.8 µM | 786-0 RCC cells HIF-2a reporter, luciferase luminescence, overnight | hit rate 0.72% among 360,000;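 active means inhibition of the luminescence signal of 40% or more relative to plate controls, in a single-dose primary screen at 18.75 µM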
# Vif inh – HIV Vif inhibition; HEK293T cells, Vif self-association by quenched fluorescence, imaging, 24 h; inhibition, % at 7.49 µM; hit rate 0.35% among 340,000; in the data active means inhibition above about 50%, passing the limit was not always enough; inconclusive means no clear call, values can overlap the other calls; inactive means below about 31%; further: some results filed as inactive read as strong as hits
# Numbers without * were called inactive; ? = inconclusive; / = no result given. Some of the compounds tested; the hit share may differ from the screen's.
SMILES,NR2E3 ag-1,TRPM1 prom inh,CF NFkB block,Shn3 inh set2,KKLEB tox,CaV13 FRET inh,Peg3 prom inh,NR2E3 ag-2,PDI inh,HIF-2a block,Vif inh
O=C(Cn1cc(C(=O)c2ccccc2)c2ccccc21)NCc1ccco1,8,7,-8,-5,-4,-4,3,-2,0,-7,13
O=C(c1cccs1)N1CCC(C(=O)O)(c2ccccc2)CC1,-19,/,-46,-22,27,-10,5,/,0,11,/
C[C@]12CCC3C(CC[C@H]4C[C@H](O)CC[C@]34C)C1C[C@@H](O)[C@H]2O (some centres undefined),-10,/,-13,1,4,-5,6,/,-1,5,10
COCc1cc(OC(=O)N(C)C)nc2c1c(C)nn2C,6,0,-4,15,-1,-5,5,-2,4,8,32
O=Cc1cn(Cc2c(F)cccc2Cl)nc1-c1ccccc1,-24,-22,6,-11,-9,-5,-77,-5,1,-41,-6
CCC(C)NS(=O)(=O)c1ccc(OCC(=O)N2CCN(CC)CC2)cc1 (centres undefined),3,-7,14,-15,-7,-8,11,4,-4,6,/
COc1ccccc1CN1CCN(Cc2ccc(Cl)cc2)CC1,-10,8,18,-5,-18,5,6,4,-2,18,0
OC1/C(=C/c2ccc(C(F)(F)F)cc2)N2CCC1CC2 (centres undefined),-63,-26,6,-6,-4,11,-51,-1,-2,-79,-5
O=C(Cc1ccccc1)N1CCN(Cc2cccnc2)CC1,-6,-3,-2,3,1,-1,9,2,1,2,-5
CCC1C(c2cc(OC)c(OC)c(OC)c2)c2cc3c(cc2OC1N1CCCC1)OCO3 (centres undefined),-12,8,39,17,-15,-6,21,/,-19,37,3
c1ccc2c3c([nH]c2c1)CNCC3,-33,13,-8,-9,0,-5,12,1,-4,6,-1
Cc1ccc(/C=C2/Sc3ccc(C(=O)N4CCC5(CC4)OCCO5)cc3NC2=O)cc1,-10,-14,-3,-10,-10,-8,-10,-1,1,-19,3
C[C@]12CC[C@H]3C(CCC4(O)CC(O)CC[C@]34C=O)C1=CC[C@H]2c1ccc(=O)oc1 (some centres undefined),-43,?,49,7,-44,-5,105*,0,-1,18,-4
Cc1cc(-c2ccc(N)c(C)c2)ccc1N,-1,-5,9,-21,-10,/,-45,/,/,-25,-1
COc1cccc(C(=O)C2CCCN(Cc3ccc4nonc4c3)C2)c1 (centres undefined),-8,10,-4,1,-7,-4,15,0,-6,11,-4
O=C1NC(=S)NC(=O)C1=Cc1ccc(Br)s1,-2,19,11,-10,12,-2,28,1,-1,79*,-7
COC(=O)CC1NC2CCCCC2NC1=O (centres undefined),-4,7,3,-5,-1,-3,5,-3,2,21,11
CCCc1cc(=O)oc2cc(OCC(=O)N3CCN(Cc4ccc5c(c4)OCO5)CC3)ccc12,-17,-3,-29,20,-4,-7,9,0,-8,-6,-3
COC(=O)C1=C(c2c(C)noc2C)C[C@@H]2CC[C@H]1N2C(=O)NCCOc1ccccc1,2,-8,5,-3,-7,-3,-1,2,-3,9,41
O=[N+]([O-])c1cnc2ccc3ccccc3c2c1,-21,26,-30,9,1,-3,-39,0,-17,-31,-33
CCC1(C(=O)c2ccccc2)C2c3ccccc3OC(=O)C21C(C)=O (centres undefined),-38,/,7,-21,-1,-5,9,0,5,15,-6
O=C(O)C(O)(c1ccc(Cl)cc1)C1(O)CCCC1 (centres undefined),5,/,-8,18,4,-10,2,/,12,5,13
Cc1ccc(NC(=O)c2snnc2C)cc1Cl,-7,-4,-6,-3,-4,-6,-59,2,4,-49,-3
COC(=O)C1=C(c2cc3ccccc3s2)C[C@@H]2CC[C@H]1N2C(=O)NCCO,9,3,0,-13,-12,-10,-2,-1,-1,7,-4
C[C@@H]1CN([C@@H](C)CO)C(=O)CCCn2nncc2CO[C@@H]1CN(C)C(=O)Oc1cccc2ccccc12,-24,/,17,2,-10,-9,10,/,2,-5,-9
COC(=O)C1C2c3ccccc3OC1(C)N=c1s/c(=C/c3cn(C)nc3C)c(=O)n12 (centres undefined),13,11,-2,-10,6,-5,3,2,15,19,0
CC12CN3CCN(C1)CC(C)(C3)C2=NN,-20,-25,-3,-12,9,-5,1,-1,7,17,-14
COc1ccc(N2CCN(CCc3ccncc3)CC2)cc1,-12,-2,0,5,4,-7,6,2,-2,3,-3
CCN1CCN(C(=O)COc2ccc3c(c2)C(=O)CC2(CCN(C(C)=O)CC2)O3)CC1,-10,5,-1,11,-24,-5,6,1,5,-2,17
CCC(C)N1C(=O)/C(=C\c2ccc(N3CCCCCC3)cc2)C(=O)NC1=S (centres undefined),7,-9,-8,-30,7,-5,17,1,-8,-12,1
C=CCN1C(=O)/C(=C/c2cc(C)n(-c3ccccn3)c2C)C(=O)NC1=S,-3,14,-4,-9,9,-17,16,3,17,11,5
CCC(c1ccc(C)cc1)N1C(=O)C2C3CCC(O3)C2C1=O (centres undefined),-1,1,-27,-8,-1,-5,5,0,-1,11,8
CC(CC(C#N)(c1ccccc1)c1ccccc1)N1CCOCC1 (centres undefined),2,-22,6,16,-2,-7,3,/,-8,-9,0
COc1ccc(-n2c(/C=C/c3cccc(F)c3)nc3ccccc3c2=O)c(OC)c1,-7,6,-8,10,0,-3,10,/,-11,21,-6
c1ccc2[nH]c(CCN3CCCCC3)nc2c1,-21,/,-18,-6,9,-12,-5,/,-1,-37,4
CC(Cc1ccccc1)NC(N)=O (centres undefined),-21,2,-16,-5,-6,-10,4,4,2,16,-4
CCC(=NCc1ccc2c(c1)OCO2)c1c(O)n(C)c(=O)n(C)c1=O,30,8,29,56,-3,-4,15,1,-2,12,-18
CCOP(=O)(OCC)c1cc(C)c(O)c(C(C)(C)C)c1,-4,14,-4,7,0,-2,11,-2,2,17,-2
CC(C)c1ccc(NC(=O)CSc2nnc(OC(=O)N(C)C)n2C2CC2)cc1,-21,-6,-21,69,15,-5,0,1,-8,12,2
CC(C)CN1CCN(Cc2ccc(F)cc2Cl)CC1CCO (centres undefined),15,6,-6,/,8,-6,8,2,5,1,3
CN(C)C(=O)Oc1ccc(-c2cn3cc(Cl)ccc3n2)cc1,-102,-7,-19,-17,1,-7,-57,-2,2,-60,-6
Cc1cc(C)c(NC2=NCCCS2)c(C)c1,-19,-8,17,8,-6,-3,7,2,-8,10,-24
O=C1NC(=O)C(CCOc2ccccc2)(CCc2ccccc2)C(=O)N1,-10,-5,12,7,-4,-11,-13,/,9,6,-8
O=[N+]([O-])c1ccc(NCCCN2CCOCC2)c2ncccc12,2,-1,-11,14,1,-19,11,0,5,8,19
C=C(C)C(Cc1c(OC)ccc(C(=O)/C=C/c2ccc(O)cc2)c1O)OO (centres undefined),-20,-28,3,-86,-17,/,-55,/,/,-90,-29
Fc1ccccc1CN1Cc2ccccc2-n2nncc2C1,-45,/,-8,1,3,-6,8,/,7,9,3
CCCCCCOC(=O)c1ccccc1N,3,-80,6,-25,-4,-5,-80,1,1,-120,10
CC1SC2(CN3CCC2CC3)NC1=O (centres undefined),5,7,6,13,-4,0,1,0,24,10,1
C=CCn1c(O)c(Cc2ccc(OCC)cc2)c(=O)[nH]c1=O,1,-3,-8,-1,4,-19,-14,/,2,13,-9
O=C1NC(=O)C2C1C1(Cl)C(Cl)=C(Cl)C2(Cl)C1(Cl)Cl (centres undefined),-18,-6,12,-4,-24,-5,6,/,0,9,-23
N#Cc1ccc(Cn2cc(C=O)c3ccccc32)cc1,17,-86,7,-2,-1,4,74*,-1,-5,5,-6
CCOC(=O)c1c(C)c(C(=O)N2CCC3(CC2)OCCO3)c(C)n1CC,-1,3,7,-4,2,-8,13,3,1,4,-2
O=C1CN(C(=O)COC(=O)Cc2ccccc2)c2ccccc2N1,-32,5,8,11,-3,-6,13,2,-7,14,3
CCn1c(O)c(/C=N/NC(=O)c2ccncc2)c(=O)[nH]c1=S,6,-1,-3,-5,8,-1,1,3,9,14,4
COc1ccc(-n2nnnc2C(C2CC2)N2CCC(n3c(=O)[nH]c4ccccc43)CC2)cc1 (centres undefined),2,/,-3,-30,-16,-2,58*,/,/,9,/
CCN1C[C@]2(CO)CC[C@H](OC)[C@@]34C5C[C@H]6[C@H](OC)C5[C@](O)(C[C@H]6OC)[C@@H](C(OC)C23)[C@@H]14 (some centres undefined),5,-1,-6,4,5,/,2,3,/,10,8
COc1ccc(C(SCC(NC(=O)OCc2ccccc2)C(=O)O)c2ccc(OC)cc2)cc1 (centres undefined),-6,/,-7,-8,0,-7,-12,/,-4,-41,4
CC1(CCl)CN1S(=O)(=O)c1ccccc1 (centres undefined),0,20,12,-1,-4,2,50,0,3,-1,-1
O=C(CN1CCN(CCO)CC1)Nc1ccc(Cl)cc1C(=O)c1ccccc1,13,-10,-4,7,-24,-4,0,2,-3,4,-3
N#Cc1ccccc1OCC(=O)N1CCN(CC(=O)Nc2ccc(F)cc2)CC1,4,14,10,5,-10,-5,5,/,0,12,1
# Going on with the list.
SMILES,NR2E3 ag-1,TRPM1 prom inh,CF NFkB block,Shn3 inh set2,KKLEB tox,CaV13 FRET inh,Peg3 prom inh,NR2E3 ag-2,PDI inh,HIF-2a block,Vif inh
O=c1[nH]c2ccccc2n1C1CCN(C(c2ccccc2OC(F)(F)F)c2nnnn2-c2ccc3c(c2)OCCO3)CC1 (centres undefined),61,/,83*,-1,-86*,-6,89*,/,/,-44,5
CC(=O)C1C(N2CC2)CC2C3CC=C4CC(O)CCC4(C)C3CCC21C (centres undefined),6,0,31,22,-10,-5,22,/,25,4,11
CC(=O)CC(C)(C)n1c[n+](C)nn1,6,-2,1,-20,-19,-5,0,1,1,3,11
O=C1NC(=O)C2(Cc3c(nc4ccccn4c3=O)N3CCCCCC32)C(=O)N1Cc1ccccc1 (centres undefined),-8,-3,10,-1,10,/,27,1,-4,15,-8

# Compound activity deposited in PubChem BioAssay by several laboratories.
